Source: PubChem BioAssay (National Center for Advancing Translational Sciences (NCATS))
IMPase Li cell: IMPase inhibition in cells with lithium potentiation; CHO-M1 cells, IP1 TR-FRET (IP-One), carbachol + lithium; Potency, µM (top dose mostly 59.4 µM), for inactives: at the top dose activity, negative = IMPase inhibition, usual class: inhibitors; hit rate 0.35% among 210,000; AID 1457;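 note: IP1 builds up when IMPase is blocked and the TR-FRET signal falls; potency is the fitted concentration of half-maximal effect; plate controls were basal vehicle for no effect and high inhibitor control for full effect; nearly all actives have a fitted effect of over 50% in size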
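Concentration–response in CHO-M1 cells, lithium-potentiated; 30 min at 37C. IP1 detected by competitive TR-FRET after 10 min lysis at RT. Hill-fitted AC50.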
Epigenetic reg: derepresses silenced GFP reporter in murine cells; Potency, µM (titrated, usually from 53.9 µM), for inactives: at the highest dose GFP activation, most hits filed as activators; murine LDR cells, GFP reporter derepression, 30 h; hit rate 0.2% among 280,000; note: potency is the fitted concentration of half-maximal effect; % of control where 0% means no effect; nearly all actives have a fitted effect of over 60% in size
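Readout is the number of GFP-expressing murine LDR cells, counted by cytometry following washing. Cells were treated with compound for 30 h at 37 C; the stably integrated CMV-GFP locus is normally silent.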
Luc counter: blocks Kinase-Glo luciferase, a counter-screen artifact; Q27757; Kinase-Glo luciferase, ATP luminescence, 8 min; Potency, µM (titrated, usually from 38.3 µM), inactives show top-dose activity change, negative = inhibition, actives largely listed as inhibitors; hit rate 0.28% among 200,000; note: potency is the fitted concentration of half-maximal effect; % is set by controls: 0 for no effect and ±100 for the full control effect; nearly all actives have a fitted effect of over 60% in size
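Substrate mix (final 50 mM imidazole pH 7.2, 50 mM KCl, 7 mM MgCl2, 10 uM ATP, 0.01% Tween 20, 0.05% BSA) plus pin-tool compound, then Kinase-Glo detection mix; 8 min ambient, luminescence read.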
CBFb RUNX1 block: inhibitors of human CBF-beta and RUNX1 interaction | Q01196+Q13951 | AlphaScreen CBFb-His/RUNX1-biotin binding, biochemical | Potency, µM (doses to about 59.8 µM), without a hit: at the highest dose activity, negative = inhibition, usual class: inhibitors | 230,000 tested, under 10 active; note: % of control where 0% means no effect
Target sequence (Q01196 whole entry, looked up): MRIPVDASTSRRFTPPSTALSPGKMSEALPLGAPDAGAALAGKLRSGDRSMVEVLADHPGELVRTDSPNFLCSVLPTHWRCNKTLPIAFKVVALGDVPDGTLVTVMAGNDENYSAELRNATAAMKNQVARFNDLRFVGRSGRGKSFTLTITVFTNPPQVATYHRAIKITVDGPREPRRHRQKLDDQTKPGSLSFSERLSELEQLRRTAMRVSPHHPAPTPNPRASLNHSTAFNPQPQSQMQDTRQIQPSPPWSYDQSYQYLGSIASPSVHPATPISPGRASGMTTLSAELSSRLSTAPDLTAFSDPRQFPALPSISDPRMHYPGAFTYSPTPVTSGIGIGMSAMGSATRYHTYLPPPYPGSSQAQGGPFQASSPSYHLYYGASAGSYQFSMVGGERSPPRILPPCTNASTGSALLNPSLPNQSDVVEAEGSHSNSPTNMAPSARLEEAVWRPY
Target sequence (Q13951 whole entry, looked up): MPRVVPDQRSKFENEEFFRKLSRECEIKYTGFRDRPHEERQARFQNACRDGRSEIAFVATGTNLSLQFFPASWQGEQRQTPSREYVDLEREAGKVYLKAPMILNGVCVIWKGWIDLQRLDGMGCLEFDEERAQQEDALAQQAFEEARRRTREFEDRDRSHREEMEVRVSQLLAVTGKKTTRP
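AlphaScreen binding: CBFb-His and RUNX1-biotin (30 nM each) preincubated 20 min, compound added for 15 min, then nickel and streptavidin beads for 90 min, all at room temperature. Disruption of the interaction by any mechanism counts as activity.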
HTT aggregate: inhibitors of mutant huntingtin aggregate formation in PC12 cells; AID 1688; Potency, µM (highest dose often 46.1 µM), without a hit: top-dose activity change, negative = inhibition, actives largely listed as inhibitors; PC12 HttQ103-GFP aggregates, Acumen cytometry, 40 h; hit rate 1.1% among 220,000; note: potency is the fitted concentration of half-maximal effect; % is set by controls: 0 for no effect and ±100 for the full control effect; nearly all actives have a fitted effect of over 60% in size
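PC12 cells stably carrying ecdysone-inducible HTT exon 1 Q103–GFP were induced with tebufenozide (100 nM final) and treated with library compounds in titration. GFP aggregates in lysates were counted by laser scanning cytometry.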
L3MBTL1 block: blocks human L3MBTL1. AlphaScreen L3MBTL1–H3K9me1 peptide binding. hit rate 0.66% among 230,000. AID 485360. Q9Y468. Potency, µM (doses to about 57.1 µM), for the others: at the top dose activity, negative = inhibition, usual class: inhibitors; note: potency is the fitted concentration of half-maximal effect; % is set by controls: 0 for no effect and ±100 for the full control effect; nearly all actives have a fitted effect of over 60% in size
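L3MBTL1 (50 nM) pre-complexed 30 min with biotinylated H3(1-15)K9me1 peptide (75 nM), then compounds added for 30 min at room temperature; AlphaScreen streptavidin donor/nickel chelate acceptor beads (10 ug/mL final) read after 30 min dark incubation.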
NPSR antag: antagonists of human neuropeptide S receptor cAMP signaling; Q6W5P4; CHO-NPSR cells, cAMP TR-FRET, antagonist mode; Potency, µM (titrated, usually from 38.3 µM), for inactives: at the highest dose activity change, negative = inhibition, usual class: inhibitors; hit rate 1% among 220,000; AID 1461; note: potency is the fitted concentration of half-maximal effect; % is set by controls: 0 for no effect and ±100 for the full control effect; nearly all actives have a fitted effect of over 50% in size; many of its hits are not listed in these tables
Target sequence (Q6W5P4 whole entry, looked up): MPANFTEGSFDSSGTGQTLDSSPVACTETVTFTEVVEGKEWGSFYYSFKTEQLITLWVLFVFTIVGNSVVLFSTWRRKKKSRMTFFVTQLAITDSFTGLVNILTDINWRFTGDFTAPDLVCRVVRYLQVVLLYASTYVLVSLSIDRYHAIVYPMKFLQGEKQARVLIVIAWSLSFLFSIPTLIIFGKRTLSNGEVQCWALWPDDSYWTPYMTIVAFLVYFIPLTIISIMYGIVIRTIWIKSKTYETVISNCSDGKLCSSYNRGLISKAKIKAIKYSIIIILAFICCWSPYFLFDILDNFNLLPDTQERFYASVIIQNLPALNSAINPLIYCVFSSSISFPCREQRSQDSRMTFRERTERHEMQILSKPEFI
Starred values were filed as active, the others as inactive; ? = inconclusive; · = no result given; [ ] = dose if it differs, or a comment. Calls come from the whole dose curve; as a rule, active = well fitted curve in the direction sought with a large enough effect; inconclusive = small, poorly fitted or top-dose-only effect, or another doubt; inactive = no such curve, though single readings can be large; an effect the other way counts as inactive or inconclusive. This is a subset, so the mix of outcomes need not match the whole.

The opening 2 entries as a preview:
Molecule,NPSR antag,IMPase Li cell,L3MBTL1 block,HTT aggregate,Luc counter,CBFb RUNX1 block,Epigenetic reg
CN(C)c1ccc(S(=O)(=O)N(C)C)cc1[N+](=O)[O-],6%,16%,-6%,?,3%,-12%,3.8%
COc1ccc(NC(=O)CCN2CCCCCC2)cc1,-5%[46.1 µM],15%,-3%,-10%,-6%,24%,-5.9%

The list itself, from the start:
Molecule,NPSR antag,IMPase Li cell,L3MBTL1 block,HTT aggregate,Luc counter,CBFb RUNX1 block,Epigenetic reg
CN(C)c1ccc(S(=O)(=O)N(C)C)cc1[N+](=O)[O-],6%,16%,-6%,?,3%,-12%,3.8%
COc1ccc(NC(=O)CCN2CCCCCC2)cc1,-5%[46.1 µM],15%,-3%,-10%,-6%,24%,-5.9%
CCOC(=O)Cc1cnc(NC(=O)Cn2nnc(-c3ccc(OCC)cc3)n2)s1,-13%[46.1 µM],1%[38.3 µM],6%,8%,-1%,2%,-1.0%
COc1ccc([N+](=O)[O-])cc1NC(=O)c1ccc(N(Cc2ccccc2Cl)S(C)(=O)=O)cc1,0%,3%,0%,-10%,4%,-6%,0.0%
CCNc1nc(NC(C)C)nc(SCCOC(=O)c2ccccc2)n1,-23%,9%,12%,16%,0%,14%,-1.0%
COc1cc(C(=O)c2nccc3cc(OC)c(OC)cc23)c([N+](=O)[O-])cc1OC,15%,4%,-4%,14%,3%,-12%,-0.4%
Cc1ccc(S(=O)(=O)NCC(=O)N(CC(=O)NCc2ccccc2)CC2CCCO2)cc1 (stereo unspecified),-5%[46.1 µM],7%[38.3 µM],4%,-3%,1%,13%,0.0%
Cc1ccc(O)c(C(=O)CC(=O)c2ccccc2Cl)c1,-22%,8%,-14%,-12%[9.22 µM],1%,0%,1.9%
COc1cccc2cc(-c3csc(NC(=O)CCC(=O)NCCCN4CCC(C)CC4)n3)c(=O)oc12,-11%,·,·,26%[9.22 µM],·,16%,1.0%
Cc1cccc(C(=O)Nc2nnc(SCC(=O)Nc3ccc4c(c3)oc3ccccc34)s2)c1,-34%,-6%,-2%,-12%,-2%,4%,-1.0%
N#Cc1cccc(N=Cc2c(O)ccc3ccccc23)c1,5%,-16%,-11%,?,-3%,7%,1.4%
NCCC[C@@H](CC(=O)N[C@@H]1CCCC[C@H]1C(=O)N[C@H](CC(=O)N[C@@H](CCC(=O)O)CC(=O)O)Cc1ccccc1)NC(=O)C[C@H](Cc1c[nH]c2ccccc12)NC(=O)[C@@H]1CNCC[C@H]1N,·,4%,·,·,1%,-1%,1.1%
Cc1cn(-c2ccccc2)c(C)c1/C=N\Nc1nc(N2CCOCC2)nc(N2CCOCC2)n1,-16%,-4%,?,-20%[9.22 µM],0%,4%,-4.4%
Cc1c(C(=O)NCCCN2CCOCC2)sc2nc(-c3ccccc3)cn12,6%[46.1 µM],4%,-7%,-16%,3%,-6%,-1.0%
O=C(NCc1ccccn1)c1ccc2ccccc2n1,14%,0%,18%,3%,0%,3%,-1.0%

The results go on:
Molecule,NPSR antag,IMPase Li cell,L3MBTL1 block,HTT aggregate,Luc counter,CBFb RUNX1 block,Epigenetic reg
C=CCOc1ccc(CN(C)CC(=O)Nc2ccc3c(c2)CCC3)cc1,-23%,27%,19%,-7%,0%,15%,-0.2%
COC(=O)c1c(C)oc(C)c1S(=O)(=O)NCc1cccs1,-8%,·,6%,10%[9.22 µM],·,10%,0.0%
O=C(NNC(=O)C1CC1c1ccccc1)Nc1cccc(Cl)c1 (stereo unspecified),-7%[46.1 µM],7%[38.3 µM],0%,-17%,-1%,2%,-2.6%
COC(=O)c1[nH]c2ccc(F)cc2c1NS(=O)(=O)c1ccc(OC)cc1OC,-9%[46.1 µM],2%,-2%,-7%,1%,7%,0.0%
COCCn1c(SC)nnc1-c1c[nH]c2ccccc12,-13%[46.1 µM],-14%[38.3 µM],·,-9%,-5%,2%,-5.8%
Cc1nnc(SCC(=O)NC(C)(C)C)n1NCc1ccc(Cl)cc1,2%,0%,-1%,16%[9.22 µM],4%,3%,0.2%
Cc1cc(C(=O)CC#N)c(C)n1-c1ccc(OC(F)F)cc1,-6%[46.1 µM],4%[38.3 µM],-2%,8.9µM*,-2%,-7%,-0.1%
CCOC(=O)c1c(C)nc2sc3c(c2c1-c1ccc(OC)cc1)NC(c1ccccc1)NC3=O (stereo unspecified),-19%[46.1 µM],?,0%,6%,-1%,-1%,-1.3%
O=C1/C(=C/c2ccccn2)SC(=S)N1c1cccc(O)c1,-6%,·,·,-3%[9.22 µM],·,-6%,-0.7%
Nc1nc(SCC(=O)N2CCCc3ccccc32)[nH]c(=O)c1-c1ccccc1,-8%[46.1 µM],34%[activator][38.3 µM],0%,?,-2%,2%,-1.1%
O=C(O)C12C[C@H]3C[C@@H](C1)CC(n1ncc(N4CCN(c5ccccc5)CC4)c(Cl)c1=O)(C3)C2,10%,-2%,-7%,-15%,-3%,-2%,-2.1%
O=C(NNC(=O)c1cccnc1)Nc1ccccc1,-1%[46.1 µM],13%[38.3 µM],29%,23%,-3%,-5%,0.0%
O=C(CSc1ncnc2sc3c(c12)CCC3)Nc1ccccc1C(=O)O,-21%,·,·,-4%[9.22 µM],·,8%,0.0%
CC1CCN(C(=O)Cn2nnc(-c3cccs3)n2)CC1,2%,7%,7%,-2%[9.22 µM],4%,0%,3.0%
CC(=O)c1ccc(OCC(O)CN2CCCC(C)C2)cc1 (stereo unspecified),-4%[46.1 µM],-3%[38.3 µM],5%,21%,0%,1%,0.2%

Other compounds follow.
Molecule,NPSR antag,IMPase Li cell,L3MBTL1 block,HTT aggregate,Luc counter,CBFb RUNX1 block,Epigenetic reg
O=C(c1ccc(CNc2c(N3CCOCC3)c(=O)c2=O)cc1)N1CC=C(c2ccccc2)CC1,?,20%[38.3 µM],4%,-14%,-2%,1%,0.0%
C=CCn1c(-c2cccc(S(=O)(=O)N(CC)CC)c2)n[nH]c1=S,-18%,-18%,?,-24%,5%,-2%,0.0%
CCOc1ccc(-c2nnc(-c3cccs3)o2)cc1,-23%[46.1 µM],-3%[38.3 µM],0%,7%,-9%,6%,-1.1%
O=C(O)c1ccc(Cl)c(NC(=O)C2CCCN2S(=O)(=O)c2cccc3nsnc23)c1 (stereo unspecified),-7%[46.1 µM],-6%[38.3 µM],10%,-2%,-1%,3%,-1.0%
CCSc1nc(-c2ccccc2)c2cc(Cl)ccc2n1,-19%,10%,11%,-2%,2%,-6%,0.0%
CC(=O)Oc1ccc2c(c1)Oc1cc(OC(C)=O)ccc1C21OC(=O)c2ccccc21,-17%[46.1 µM],-3%,-12%,0.32µM*,0%,3%,?
C/C(=N\NC(=O)C1COc2ccccc2O1)c1ccc(Cl)s1 (stereo unspecified),-18%,10%,-8%,14%,3%,8%,-3.8%
COc1cccc(OCC(Cn2cnc3ccccc32)OC(C)=O)c1 (stereo unspecified),-10%,12%,5%,·,2%,-2%,0.0%
CC(OC(=O)Cc1coc2ccc3ccccc3c12)C(=O)NC(N)=O (stereo unspecified),-6%,·,·,2%[9.22 µM],·,2%,10%
COCc1nnc(NC(=O)c2cc(Cl)ccc2OC)s1,-8%[46.1 µM],13%[38.3 µM],-5%,0%,-1%,?,-7.9%
CC(=O)CSc1nsc(SCC(C)=O)c1C#N,11%[46.1 µM],1%,-7%,-12%,2%,-24%,0.0%
O=C(COC(=O)c1ccc([N+](=O)[O-])s1)Nc1ccc(Cl)cn1,-11%,2%,?,-19%,-5%,0%,1.3%
Cc1oc(C(=O)O)cc1COc1ccc2c3c(c(=O)oc2c1C)CCCC3,-6%[46.1 µM],3%[38.3 µM],-2%,12%,1%,2%,0.3%
Cc1cc(-c2onc(C)c2C(=O)N/N=C/c2ccccc2)no1,-5%,·,4%,-1%[9.22 µM],·,1%,-0.3%
CCC1(C)OC(=O)N(CCCn2ccnc2C)C1(C)O (stereo unspecified),-5%[46.1 µM],-27%[38.3 µM],2%,13%,9%,4%,-0.9%

(listing goes on)
Molecule,NPSR antag,IMPase Li cell,L3MBTL1 block,HTT aggregate,Luc counter,CBFb RUNX1 block,Epigenetic reg
COC(=O)COc1ccc(S(=O)(=O)Nc2ccc(NC(C)=O)cc2)cc1C,4%[46.1 µM],10%,7%,11%,6%,3%,-4.6%
COc1ccccc1/C=C1/C(=O)N(c2cc(C)cc(C)c2)C(c2cccc([N+](=O)[O-])c2)S1(=O)=O (stereo unspecified),-35%,3%,4%,-4%,-8%,-2%,-3.1%
CN1CCc2c(sc(/N=C/c3c[nH]c4ccccc34)c2C#N)C1,-6%,·,-2%,17%[9.22 µM],·,-1%,11%
Cc1ccccc1N(C(=O)Cn1nnc(-c2ccc(F)cc2)n1)C(C(=O)NC(C)(C)C)c1ccncc1 (stereo unspecified),11%,21%,0%,13%[9.22 µM],-1%,-12%,0.0%
CCc1ccc(C(=O)CSC2=C(C#N)C(c3ccco3)C(C(C)=O)=C(C)N2)cc1 (stereo unspecified),?,19%[38.3 µM],-20%,6%,-1%,3%,1.9%
CSc1ncc(Cl)c(C(=O)Nc2cccc(C)c2)n1,-23%,9%,13%,12%,2%,0%,-2.1%
CCc1ccc(-c2nc(NC(=S)NC(=O)c3cccs3)sc2C)cc1,-12%[46.1 µM],28%[38.3 µM],·,25%,3%,5%,0.4%
COc1cccc(CNC(=O)c2ccc(S(=O)(=O)N3CCCC3)cc2)c1,-5%[46.1 µM],23%[38.3 µM],·,0%,-3%,5%,3.6%
Cc1nn(-c2ccccc2)c(N)c1C(O)(C(F)(F)F)C(F)(F)F,7%,-1%,15%,6%,5%,-6%,-1.1%
COc1ccc(Cc2nnc(NC(=O)c3cccc(C)c3)s2)cc1,-10%,2%,9%,4%[9.22 µM],-1%,7%,0.0%
CCOc1ccccc1NC(=O)CSc1nnc(-c2cnccn2)n1CC,-6%[46.1 µM],28%[38.3 µM],·,-14%,1%,2%,2.0%
CCOc1ccc(C2=Nn3cnnc3SC2)cc1,5%[46.1 µM],14%[38.3 µM],3%,-7%,2%,5%,-0.3%
CCc1ccccc1NC(=O)CN(C)C(=O)CSc1nnc(Nc2ccc(C)cc2)s1,29%,0%,-9%,-19%,-2%,4%,-1.1%
Cc1sc(NC(=O)c2ccccc2)c(C(=O)NCCN(C)C)c1C,-5%[46.1 µM],4%[38.3 µM],-3%,6%,4%,1%,-0.9%
